Compound activity (PubChem BioAssay)
Lipid droplet – modulators of hepatic lipid droplet formation; AML12 mouse hepatocytes, oleate lipid droplets, BODIPY imaging; AID 1656; inhibition, % at 6.5 µM; actives 0.4% (n = 240,000);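 active = lipid droplet intensity inhibited by at least 50%, with more than 500 cells counted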
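Material – mouse AML12 hepatocyte cell line, fixed after treatment · Compound dosing – one dose, 6.5 µM compound · Times – compound with oleate, overnight · Measured by – Image-based BODIPY and DAPI two-channel analysis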
Rac1 GTP hydrolysis – MgcRacGAP GTPase-activating activity inhibitors, confirmation, biochemical, ADP Hunter fluorescence | MgcRacGAP-stimulated Rac1 GTP hydrolysis, ADP Hunter fluorescence; higher % means a stronger effect; GST-tagged Rac1 F28L mutant substrate | inhibition, % at 30 µM; hits with a dose series show IC50 in µM | actives 0.6% (n = 340,000) | AID 624330;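 active = first-screen hits whose inhibition reached a set limit at any dose in the follow-up dose series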;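 also: fluorescence reports GDP produced by GAP-driven GTP hydrolysis; strong numbers were not always called active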
SV40 large T antigen – SV40 large T antigen inhibitors, biochemical (AID 1903). SV40 large T antigen ATPase/helicase inhibition assay; higher % means a stronger effect. inhibition, % at 20 µM, or IC50 in µM where a hit was titrated. actives 0.39% (n = 310,000); in the data active = a potency from the dose series; also: strong numbers were not always called active
GPR55 activation – selective activators of receptor GPR55 – imaging, U2OS cells, beta-arrestin-GFP redistribution, primary screen (AID 1961). one-dose activation, % at 10 µM; EC50 in µM for titrated hits. U2OS GPR55 beta-arrestin-GFP redistribution imaging; higher % means a stronger effect. actives 0.048% (n = 290,000);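 active = activation above 40% with more than 50 cells counted in the well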;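 also: U2OS osteosarcoma cells stably expressing GPR55 and beta-arrestin-GFP; plate controls were DMSO negative control for no effect and LPI positive control for full effect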
LYP inhibition – inhibitors of LYP phosphatase, biochemical, fluorescence intensity, uHTS (AID 1779) | recombinant LYP phosphatase, fluorescence intensity; higher % means a stronger effect | inhibition, % at 11.5 µM, or IC50 in µM where a hit was titrated | actives 0.054% (n = 290,000); in the data active = inhibition above about 50%;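 also: plate controls were vehicle with enzyme for no effect and no enzyme for full effect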
T cell HTS – T cell immune modulation candidate; AID 2052; calls only at 7 µM; actives 0.068% (n = 330,000); 2C CD8+ T cell-vesicle binding, flow cytometry; stronger effect = lower value;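 active = response, share of CD8 T cells binding vesicles, and their 90th percentile fluorescence all below set limits, cut at about 80% in these data, passing the limit was not always enough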
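System: murine 2C transgenic CD8+ T lymphocytes; also added: QL9-loaded Drosophila micro-vesicles; times: binding 1.5 h at 37 °C; measured by: flow cytometry, PE anti-B7-1 (FL2) versus Alexa647 anti-CD8 (FL8), PFA-fixed; control set: Peptide-free naked vesicles (low) and QL9 vesicles with 0.7% DMSO vehicle (high)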
GPR55 LPI antagonism – inhibition of LPI-stimulated GPR55 beta-arrestin translocation – imaging, U2OS, beta-arrestin-GFP, LPI agonist, primary screen (AID 2013); actives 0.13% (n = 290,000); one-dose inhibition, % at 10 µM; IC50 in µM for titrated hits; U2OS GPR55 beta-arrestin-GFP translocation imaging, LPI antagonism; higher % means a stronger effect;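 active = spots per cell inhibited over 60%, with over 100 cells counted and total cytoplasm intensity under 500,000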;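 also: U2OS cells stably carrying GPR55 and arrestin-GFP stimulated by 5 µM LPI near EC80; imaged beta-arrestin-GFP aggregate spots per cell after agonist stimulation; plate controls were LPI-stimulated DMSO wells for no effect and DMSO wells without LPI for full effect; some results filed as inactive read as strong as hits; confirmed hits need IC50 under 10 µM and bright autofluorescent wells are also inconclusive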
GPR35 arrestin U2OS – inhibition of zaprinast-stimulated GPR35 beta-arrestin translocation – imaging, U2OS, beta-arrestin-GFP, zaprinast agonist, primary screen (AID 2058) | U2OS GPR35 beta-arrestin-GFP translocation imaging, zaprinast antagonism; higher % means a stronger effect | inhibition, % at 10 µM; hits with a dose series show IC50 in µM | actives 0.052% (n = 290,000);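 active = inhibition of at least 50% with at least 30 cells and total cytoplasm GFP at most 10,000,000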
NTR1 ag – agonists of NTR1, primary screen, imaging, U2OS cells, beta-arrestin-GFP, high content (AID 493036); actives 0.17% (n = 330,000); P30989; NTR1-U2OS beta-arrestin-GFP spot imaging, agonist mode; activation, % at 20 µM;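 active = activation at or above 40% of the spot to cytoplasm intensity ratio, with at least 20 cells analyzed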;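 also: 0% = DMSO without peptide and 100% = 100 nM NTR1 peptide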
Target sequence (P30989 whole entry, looked up): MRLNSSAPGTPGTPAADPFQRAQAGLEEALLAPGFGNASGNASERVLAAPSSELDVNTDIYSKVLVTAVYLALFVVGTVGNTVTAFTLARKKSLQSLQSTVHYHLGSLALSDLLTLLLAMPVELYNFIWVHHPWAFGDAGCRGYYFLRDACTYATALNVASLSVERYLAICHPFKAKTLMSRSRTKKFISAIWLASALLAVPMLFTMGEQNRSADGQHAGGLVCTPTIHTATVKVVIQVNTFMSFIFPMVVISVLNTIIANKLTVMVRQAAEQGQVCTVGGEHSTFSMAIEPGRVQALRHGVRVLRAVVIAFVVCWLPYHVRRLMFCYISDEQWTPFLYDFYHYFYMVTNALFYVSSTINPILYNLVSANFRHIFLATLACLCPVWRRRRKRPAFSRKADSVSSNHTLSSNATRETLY
Lipid droplet cells 6.5 µM – further read-out of Lipid droplet, marked with its call; cell count; measured here: cell count, cytotoxicity flag;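 cells counted across two imaged fields per well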
T cell HTS vesicle-bound % – further read-out of T cell HTS, marked with its call; double positive events, %; measured here: CD8+ vesicle-bound cell fraction;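 binding gate set so that unloaded-vesicle control wells show 10% double positive cells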
NTR1 ag cell count 20 µM – second read-out of NTR1 ag, no call of its own (marks repeat the call); cell count; measured here: cell count, cytotoxicity flag
The depositor's hits bear a star; i = inactive; . = not tested or not shown.

SMILES	Lipid droplet	Lipid droplet cells 6.5 µM	Rac1 GTP hydrolysis	SV40 large T antigen	GPR55 activation	LYP inhibition	T cell HTS	T cell HTS vesicle-bound %	GPR55 LPI antagonism	GPR35 arrestin U2OS	NTR1 ag	NTR1 ag cell count 20 µM
COc1cccc(CNC(=O)[C@@H](C)N2C(=O)N3CCc4c([nH]c5ccc(OC)cc45)C3(C)C2=O)c1 (stereo not given in full)	.	.	-5%	14%	-0.1%	-1%	i	27	12%	7%	-0.8	73
O=S(=O)(NCc1ccc2c(c1)OCO2)c1ccc2c(c1)oc1ccccc12	6	824	3%	10%	-0.1%	-4%	i	30	-2%	-9%	4.0	61
CC1(c2nnc(-c3ccc(F)cc3)o2)CC(c2ccc(F)cc2)=NO1 (stereo not given)	.	.	4%	10%	-0.2%	-7%	i	19	6%	-16%	0.3	47
O=c1ccnc(SCc2ccccc2Cl)[nH]1	1	801	6%	9%	-0.1%	-2%	i	58	10%	-1%	1.6	92
Cc1ccc(C(=O)N2CCC(C)CC2)cc1C	-14	718	-2%	-3%	-0.3%	-10%	i	27	-4%	-25%	-1.8	47
Nc1ccc(C(O)(C(F)(F)F)C(F)(F)F)cc1	.	.	4%	7%	-0.1%	2%	i	33	-10%	15%	-1.0	82
O=C(C[n+]1cc[nH]c1)c1ccc(Cl)cc1	.	.	8%	12%	-0.1%	-8%	i	46	-14%	7%	0.7	57
COc1cc2c(cc1NC(=O)COC(=O)C(CCSC)NC(=O)c1ccccc1Cl)oc1ccccc12 (stereo not given)	-15	638	11%	1%	-0.1%	-4%	i	46	-2%	-2%	1.8	70
Cc1ccc2oc(=S)n(C)c2c1	-25	714	5%	3%	-0.5%	-10%	i	6	7%	4%	0.4	49
O=C(c1cccc([N+](=O)[O-])c1)N1CCCC(C(=O)N2CCc3ccccc3C2)C1 (stereo not given)	-36	735	9%	12%	-0.1%	-5%	i	9	-6%	-19%	-0.5	65
C=CCNC(=S)N1CC2(C)CN(C(=S)NCC=C)CC(C)(C1)C2=O	-5	732	-1%	10%	1.3%	-4%	i	20	1%	-2%	2.0	37
CCOC(=O)Cc1csc(N/N=C\c2ccccc2OC)n1	-1	843	6%	5%	-0.2%	-4%	i	47	-4%	7%	2.1	57
COc1cccc(C(=O)N2CCN(C(=O)c3cccc4ccccc34)CC2)c1OC	.	.	6%	22%	-0.2%	-9%	i	44	11%	5%	-1.0	54
CC1CCCCN1C(=O)Cc1ccc(F)cc1 (stereo not given)	-13	745	6%	0%	-0.2%	-12%	i	35	2%	2%	-1.3	74
Cc1nnc2c3cnn(-c4ccc(Cl)cc4)c3ncn12	.	.	.	.	0.1%	-2%	.	.	5%	9%	.	.
Cc1cccc(NC(=O)c2cc(-c3ccc(C)s3)nc3ccccc23)n1	-3	651	8%	9%	0.2%	6%	i	12	8%	-11%	4.0	50
CCN1C(=O)CC(N2CCN(c3ccc(OC)cc3)CC2)C1=O (stereo not given)	.	.	17%	28%	-0.2%	-13%	i	50	6%	-15%	3.3	102
C=C(C)CN(CC)C(=O)CN1C(=O)NC2(CCc3ccccc32)C1=O (stereo not given)	2	670	4%	-2%	-0.2%	-9%	i	63	-13%	-30%	2.2	62
COC(=O)c1[nH]c2ccc(Br)cc2c1NC(=O)C(C)N1CCN(C2CCCCC2)CC1 (stereo not given)	.	.	7%	-1%	-0.2%	-6%	i	61	7%	26%	5.1	42
O=C(c1cccn2c(=O)c3cc(Br)ccc3nc12)N1CCN(c2ccccn2)CC1	.	.	12%	3%	0.2%	-7%	i	60	-12%	10%	2.4	81
O=[N+]([O-])c1ccc(Sc2ccc(F)cc2)nc1	.	.	12%	25%	.	.	i	44	.	.	-0.5	55
O=C(c1cccc(S(=O)(=O)Nc2cccc(C(F)(F)F)c2)c1)N1CCOCC1	-5	709	14%	10%	-0.3%	-4%	i	31	4%	2%	1.9	50
COC(=O)COc1ccc(NC(=O)C(c2ccccc2)c2ccccc2)cc1	-16	836	11%	-3%	-0.3%	-4%	i	16	6%	12%	8.7	65
N#CC1=C(N)Oc2[nH]c(=S)[nH]c(=O)c2C12C(=O)Nc1ccccc12 (stereo not given)	13	684	27%	36%	0.2%	-5%	i	68	14%	4%	0.6	56
Cc1ccc(NC(=O)CC(=O)Nc2ccc(C)cc2)cc1	3	684	-1%	2%	0.1%	-3%	i	30	3%	1%	1.1	47

Four compounds already listed, ordered by heavy-atom count, smallest number first.
SMILES	Lipid droplet	Lipid droplet cells 6.5 µM	Rac1 GTP hydrolysis	SV40 large T antigen	GPR55 activation	LYP inhibition	T cell HTS	T cell HTS vesicle-bound %	GPR55 LPI antagonism	GPR35 arrestin U2OS	NTR1 ag	NTR1 ag cell count 20 µM
O=c1ccnc(SCc2ccccc2Cl)[nH]1	1	801	6%	9%	-0.1%	-2%	i	58	10%	-1%	1.6	92
Cc1ccc(C(=O)N2CCC(C)CC2)cc1C	-14	718	-2%	-3%	-0.3%	-10%	i	27	-4%	-25%	-1.8	47
CCOC(=O)Cc1csc(N/N=C\c2ccccc2OC)n1	-1	843	6%	5%	-0.2%	-4%	i	47	-4%	7%	2.1	57
O=C(c1cccc(S(=O)(=O)Nc2cccc(C(F)(F)F)c2)c1)N1CCOCC1	-5	709	14%	10%	-0.3%	-4%	i	31	4%	2%	1.9	50

(cont.)
SMILES	Lipid droplet	Lipid droplet cells 6.5 µM	Rac1 GTP hydrolysis	SV40 large T antigen	GPR55 activation	LYP inhibition	T cell HTS	T cell HTS vesicle-bound %	GPR55 LPI antagonism	GPR35 arrestin U2OS	NTR1 ag	NTR1 ag cell count 20 µM
COc1ccc(-c2ccc(C)cc2)cc1[C@H]1[C@H]2C=CC[C@@H](C)[C@@H]2C(=O)N1Cc1ccccc1	-24	663	8%	7%	2.2%	11%	i	47	15%	5%	-4.2	88
O=C(Nc1ccc(Cl)c(C(F)(F)F)c1)NC1CC2CCCC(C1)N2Cc1ccccc1 (stereo not given)	-53	700	.	11%	-0.3%	-9%	i	63	20%	-6%	44*	102*
O=C1CCC(C(=O)Nc2ccccc2N2CCOCC2)=NN1	-5	662	5%	6%	-0.2%	-2%	i	19	12%	-7%	0.5	49
O=C1Nc2c(ccc(Cl)c2Cl)C(=O)C1(F)c1ccccc1 (stereo not given)	-11	715	21%	7%	-0.1%	-9%	i	30	-1%	14%	5.2	57
CCOC(=O)/C(N=Nc1ccc2c(c1)OCO2)=C(\C)O	-4	695	5%	21%	-0.5%	-3%	i	4	10%	4%	1.8	51
Cc1cc(C(=O)NNc2c(Cl)cccc2Cl)no1	.	.	3%	12%	0.0%	4%	i	31	4%	-4%	1.1	63
Cc1ccc2oc(=O)c3cc(C(=O)Nc4cc(-c5cccc(F)c5)no4)sc3c2c1	0	701	.	24%	0.1%	-4%	i	65	8%	3%	1.5	61
CC(C)[C@H](NC(=O)CCCn1nnc2ccccc2c1=O)C(=O)O	34	744	-3%	20%	-0.1%	-2%	i	29	10%	2%	0.3	52
Cc1oc2cc3oc(=O)ccc3cc2c1C	-2	817	3%	8%	0.0%	1%	i	50	3%	-2%	-0.4	45
CC(C)(C)NC(=O)N1CCN(c2ncccc2C(F)(F)F)CC1	-3	746	-4%	3%	0.0%	-8%	i	58	1%	-14%	-0.8	45
C#CCN(C(=O)c1cc(COc2cccc(C(F)(F)F)c2)on1)C1CCCCC1	13	659	4%	28%	-0.1%	-3%	i	32	20%	14%	7.6	74
CC(=O)NNC(=O)c1[nH]c2ccc(Cl)cc2c1-c1ccccc1	0	730	6%	11%	-0.3%	-6%	i	20	1%	-7%	0.6	60
Cc1ccc(NC(=O)c2cc(NC(=O)c3ccco3)ccc2N2CCOCC2)cc1	-3	766	7%	20%	-0.2%	9%	i	31	-7%	-12%	-0.2	87
CC(=O)c1ccc(-n2nnnc2SCC(=O)Nc2cccc(NC(=O)c3ccco3)c2)cc1	.	.	11%	14%	0.2%	-9%	i	12	12%	-4%	-0.2	65
O=[N+]([O-])c1ccc(Cl)c(S(=O)(=O)Nc2ccc(S(=O)(=O)N3CCOCC3)cc2)c1	-2	808	4%	2%	0.1%	-3%	i	25	2%	-4%	-0.6	57
CSc1nc2sc3c(c2c(=O)[nH]1)CCC3	-3	739	4%	3%	-0.1%	-4%	i	44	6%	2%	0.1	49
CS(=O)(=O)N1CCN(C(=O)c2ccc(F)cc2)CC1	7	754	1%	4%	-0.1%	-2%	i	15	-13%	13%	-0.8	37
CCN(CC(=O)Nc1ccc(NC(C)=O)cc1)C(=O)CCCOc1cccc(C)c1	.	.	-7%	4%	.	.	i	52	.	.	0.1	59
O=C(O)c1cccc(N/N=C/c2cc(Br)cc(Br)c2O)c1	7	590	12%	27%	0.0%	1%	i	40	-2%	-7%	3.3	30
O=C(Nc1ccc(Nc2ccccc2)cc1)c1ccc(Cl)c([N+](=O)[O-])c1	6	809	12%	22%	0.1%	-2%	i	44	12%	13%	38	72
O=C(NC12CC3CC(CC(C3)C1)C2)N1CCCC(CO)C1 (stereo not given)	-1	596	2%	-5%	0.9%	1%	i	25	-13%	-4%	0.3	64
COc1ccc(C2C=C(c3ccc(Br)cc3)Nc3nc(NS(C)(=O)=O)nn32)cc1 (stereo not given)	-6	719	.	38%	0.1%	7%	i	39	-9%	-18%	1.2	52
CCOC(=O)C1CCCN(C(=O)CSc2nc(C)cc(C)n2)C1 (stereo not given)	-7	665	4%	3%	0.2%	-8%	i	21	-8%	-14%	-1.0	52
Oc1ccc(Cl)cc1N=Nc1ccccc1	13	840	10%	8%	-0.2%	-9%	i	17	6%	9%	0.1	56
COc1cc(C2C(C(=O)c3cccs3)=C(O)C(=O)N2c2cc(C)on2)ccc1O (stereo not given)	.	.	7%	7%	-0.2%	-4%	i	46	1%	-1%	1.1	62
Cc1nc(N)sc1N=Nc1ccc(F)cc1	-2	751	9%	8%	0.0%	-6%	i	35	6%	8%	0.2	62
COc1ccc(/C=C/C(=O)OC2CCCCC2CN(C)C)cc1 (stereo not given)	-2	649	1%	15%	-0.1%	-10%	i	18	15%	-4%	-0.3	72
CCOC(=O)COc1ccc(Br)cc1/C=C\c1[nH]c(=O)[nH]c(=O)c1[N+](=O)[O-]	-2	641	11%	6%	0.1%	0%	i	38	0%	-2%	7.5	45
CCOc1ccc(C(=O)COc2ccc(NC(C)=O)cc2)cc1	.	.	11%	4%	-0.1%	-10%	i	19	-10%	-3%	0.4	45

Compounds were not picked by outcome; overall some 1.8% were active at least once.
